CHRM4 agonist: CHRM4 agonism in calcium assay | 0.14% of 360,000 active | activation, % at 3 µM | P08173 | AID 624127 | CHO-K1 hM4/Gqi5, Fluo-8 calcium fluorescence; vehicle 0%, full acetylcholine response 100%;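 active = activation above the run mean over all test wells plus 3 SD, cut at about 32% in these data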;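 also: peak over basal fluorescence ratio per well then scaled between controls; 0% = DMSO wells and 100% = acetylcholine at EC100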
Target sequence (P08173 whole entry, looked up): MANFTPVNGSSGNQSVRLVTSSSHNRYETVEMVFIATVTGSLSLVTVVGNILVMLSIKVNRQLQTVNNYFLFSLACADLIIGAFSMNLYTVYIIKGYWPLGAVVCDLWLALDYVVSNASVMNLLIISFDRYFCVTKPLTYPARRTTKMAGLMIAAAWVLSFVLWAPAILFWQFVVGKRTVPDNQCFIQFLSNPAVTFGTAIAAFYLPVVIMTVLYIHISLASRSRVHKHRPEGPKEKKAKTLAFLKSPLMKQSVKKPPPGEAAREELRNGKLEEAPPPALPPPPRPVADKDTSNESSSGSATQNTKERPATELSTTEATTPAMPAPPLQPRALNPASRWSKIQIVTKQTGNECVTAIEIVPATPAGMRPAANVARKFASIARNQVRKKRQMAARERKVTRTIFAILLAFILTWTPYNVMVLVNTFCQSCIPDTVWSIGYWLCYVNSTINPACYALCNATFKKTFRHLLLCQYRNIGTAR
CHRM5 antagonist: CHRM5 antagonism in calcium assay; P08912; CHO-hM5 cells, Fluo-8 calcium fluorescence, ACh EC80; inhibition, % at 3 µM; 0.59% of 360,000 active;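 active = inhibition above a per-plate cutoff, the mean of that plate's test compounds plus 3 SD, cut at about 27% in these data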;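 also: 0% = acetylcholine EC80 with DMSO and 100% = DMSO without agonist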
Target sequence (P08912 whole entry, looked up): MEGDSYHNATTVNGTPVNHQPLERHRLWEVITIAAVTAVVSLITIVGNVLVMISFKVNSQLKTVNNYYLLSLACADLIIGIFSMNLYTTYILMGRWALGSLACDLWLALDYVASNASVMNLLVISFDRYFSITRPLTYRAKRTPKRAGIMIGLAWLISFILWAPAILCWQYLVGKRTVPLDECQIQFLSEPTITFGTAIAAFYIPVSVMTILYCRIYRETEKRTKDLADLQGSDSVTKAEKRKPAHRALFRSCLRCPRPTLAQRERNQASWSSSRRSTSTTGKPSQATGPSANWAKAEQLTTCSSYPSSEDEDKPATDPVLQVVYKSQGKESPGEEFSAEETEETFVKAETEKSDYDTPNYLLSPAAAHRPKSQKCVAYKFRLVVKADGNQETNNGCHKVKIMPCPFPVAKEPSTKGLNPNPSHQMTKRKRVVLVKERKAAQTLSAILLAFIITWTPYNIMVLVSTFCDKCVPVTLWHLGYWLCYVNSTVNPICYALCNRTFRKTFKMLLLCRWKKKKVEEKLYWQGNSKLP
M1 ag parental: M1 agonist counterscreen hit in parental CHO-K1 cells; activation, % at 3 µM; 0.48% of 360,000 active; Fluo-8 calcium fluorescence; scaled to maximal ATP response, vehicle zero; in the data active = activation above about 15%;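 also: untransfected CHO-K1 host cells lacking M1 receptor as counterscreen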
CHRM4 PAM: CHRM4 positive allosteric modulation. P08173. CHO-K1 hM4/Gqi5, Fluo-8 calcium fluorescence, ACh EC20; 0% = ACh EC20, 100% = maximal ACh. activation, % at 3 µM. 0.4% of 360,000 active. AID 624126;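 active = activation above its plate's cutoff, the mean activation of sample wells plus 3 SD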; also: some results filed as inactive read as strong as hits
CHO-K1 Ca antag: counter-screen for M1 antagonists: effect in parental CHO-K1 cells | 0.6% of 360,000 active | inhibition, % at 3 µM | ATP-induced calcium, Fluo-8 fluorescence;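 active = inhibition above a per-plate cutoff, the plate's mean sample inhibition plus 3 SD, cut at about 24% in these data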;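 also: 0% = DMSO plus EC80 ATP and 100% = DMSO alone without ATP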
M5 PAM: potentiates acetylcholine response at human M5 receptor. CHO-K1 hM5, Fluo-8 calcium, ACh EC20 PAM; 0% = ACh EC20, 100% = ACh EC100. activation, % at 3 µM. 0.3% of 360,000 active;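 active = activation above the run cutoff, the mean activation of all test compounds plus 3 SD, cut at about 18% in these data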
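Assay system – human M5 receptor in CHO-K1 cells · Read-out – % activation, ACh-normalized · Technique – Fluo-8 calcium fluorescence · Dosing – single-point, 3 µM nominal · Incubation – Fluo-8 loading 80 min at 37 °C plus 30 min room temperature · Repeats – singlicate, one well per test compound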
CHO-K1 Ca PAM: M1 PAM counterscreen hit in parental CHO-K1 cells; ATP EC20, Fluo-8 calcium fluorescence; 0% at ATP EC20, 100% at ATP max; activation, % at 3 µM; 0.02% of 360,000 active; AID 602247;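 active = activation above the run cutoff, the mean activation of all test compounds plus 3 SD, cut at about 40% in these data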;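 also: peak over basal fluorescence ratio in a 140 s read after ATP addition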
M5 ag: agonists of human muscarinic M5 receptor (CHRM5). P08912. activation, % at 3 µM. 0.19% of 360,000 active. CHO-K1 hM5 cells, Fluo-8 calcium fluorescence; 0% DMSO wells, 100% maximal acetylcholine response;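 active = activation above the run's mean over test compounds plus 3 SD, cut at about 23% in these data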;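 also: signal is peak over basal fluorescence ratio across the kinetic read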
M4 antag: CHRM4 antagonism in calcium assay | P08173 | CHO-hM4 cells, ACh EC80, Fluo-8 calcium fluorescence | inhibition, % at 3 µM | 0.73% of 360,000 active;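 active = inhibition above its plate's cutoff, the mean inhibition of sample wells plus 3 SD, cut at about 27% in these data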;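 also: 0% = acetylcholine EC80 with DMSO and 100% = DMSO without agonist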
Active calls of the source: *; & = joins results of further samples.

SMILES	CHRM4 agonist	CHRM5 antagonist	M1 ag parental	CHRM4 PAM	CHO-K1 Ca antag	M5 PAM	CHO-K1 Ca PAM	M5 ag	M4 antag
Cc1ccc(S(=O)(=O)N2[C@H](c3cccc(Cl)c3)CC(=O)[C@@H]3CN(S(=O)(=O)c4ccccc4C)[C@H](c4ccc(Cl)cc4)C[C@@H]32)cc1	0.4	3.5	0.5	-2.0	-13.7	-4.2	17.2	2.1	8.0
COc1cccc(NC(=O)C2CCN(c3cnccn3)CC2)c1	0.2	7.9	1.9	4.5	-20.6	-2.0	10.9	-1.7	0.2
CN(Cc1ccccc1)C(=O)C1CCCN(Cc2cccc(Cl)c2)C1 (centres undefined)	1.2&0.1	-5.6&-1.8	-0.4&-0.4	-4.2&-1.6	1.8&-10.5	-2.3&3.2	8.2&2.0	-3.2&-6.2	0.8&-6.3
O=[N+]([O-])c1ccc(Cl)c(-c2ccc(/C=N/c3c(-c4ccco4)nc4ccccn34)o2)c1	0.7	2.1	0.4	0.9	-5.2	7.2	21.0	-10.1	-9.7
COc1ccc(NC(=O)C2CCN(c3cc(C)nc(-c4ccccc4)n3)CC2)cc1	0.5	4.5	-0.1	-3.3	-2.0	-5.9	8.3	-6.0	3.4
O=C(OCC(=O)N1CCC(Cc2ccccc2)CC1)c1ccccc1	0.1	7.0	1.1	0.6	-6.2	9.6	8.5	-5.2	1.8
Fc1ccccc1-c1nc2nc3ccccc3nc2n1CC1CCCO1 (centres undefined)	9.4	-0.2	4.2	-6.6	-11.3	1.8	23.0	3.3	-3.7
C=CCOn1c(=O)c(-c2ccc(OC)c(OC)c2)[n+]([O-])c2ccccc21	3.9	-4.5	0.8	-1.5	7.6	6.8	1.6	1.4	4.9
CC(C)(O)/C=C/C[C@](C)(O)C1CC[C@]2(C)C1[C@H](O[C@H]1O[C@@H](CO)[C@H](O)[C@@H](O)[C@@H]1O)CC1[C@@]3(C)CC[C@H](O)C(C)(C)C3[C@@H](O)C[C@]12C (some centres undefined)	0.4	13.5	0.9	3.0	-9.2	4.7	14.3	-2.8	-8.4
Cn1nc(C(F)(F)F)c(-c2cccc(C(F)(F)F)c2)c1NC(=O)c1ccco1	0.0	6.6	0.1	3.2	-14.0	-2.6	8.3	-16.5	-3.5
Cc1ccccc1S(=O)(=O)Nc1ncnc2ccccc12	1.7	18.2	1.1	-7.6	-10.2	-5.2	10.8	-1.4	4.5
COC(=O)c1ccc(COc2ccc(/C=N/O)cc2OC)o1	2.2	-7.3	0.4	4.3	6.6	5.0	-13.0	3.7	-9.2
CCCCC(=O)NC1(C(F)(F)F)NC(=O)N(C)C1=O (centres undefined)	0.6	7.1	1.0	0.6	-14.1	2.1	19.7	-2.8	-3.8
CCOC(=O)C1=CCN(S(=O)(=O)c2ccccc2F)C1c1ccc(Cl)cc1 (centres undefined)	0.4	6.4	1.1	-12.3	9.6	-7.8	3.0	-5.1	-2.5
COc1ccc(NC(=O)CC2(CC(=O)O)CCCC2)cn1	10.0	1.6	2.5	-6.9	4.9	0.4	2.8	3.1	-9.0
Cc1cccc(C(=O)Oc2ccccc2C2C[C@]3(C)CC(=O)NC3N2C(=O)c2cccc(C)c2)c1 (some centres undefined)	3.4	8.9	1.3	-5.9	4.3	-7.4	3.5	-2.5	-4.9
CC(=O)N1CCC(C(=O)Nc2nc(-c3ccccc3)ns2)CC1	3.6	-0.9	2.8	6.1	-5.4	-9.2	14.5	3.6	5.2
COc1ccc(C(=O)c2ccccc2)cc1	-0.2	-3.8	0.0	-1.7	-0.9	-0.6	15.4	-1.9	-2.5
COC(=O)CN(c1ccc(C)c(Cl)c1)S(C)(=O)=O	0.5	-6.7	0.6	10.3	-20.4	-1.9	15.6	-5.0	-5.4
CCCC(=O)Nc1nc2ccc3nc(C)sc3c2s1	-0.6	-2.7	-0.1	4.3	-4.3	-3.2	16.8	-3.1	-5.1
O=[N+]([O-])c1cc(-n2cccc2)ccc1N1CCOCC1	16.4	5.5	13.0	-13.6	-4.3	-9.6	1.4	5.9	1.6
CCC(C)Sc1ccc([C@H]2N[C@@](C)(C(=O)OC)[C@H]3C(=O)N(C)C(=O)[C@@H]23)cc1OC (some centres undefined)	-0.1	0.9	0.6	1.4	-20.1	-3.5	21.8	2.6	-1.8
CN(CC(=O)Nc1ccc(Cl)c(C(F)(F)F)c1)C(=O)CCNC(=O)c1ccco1	2.7	2.6	1.5	9.6	-8.8	0.7	16.6	0.8	-12.9
O=C(CC1C(=O)NCCN1C(=O)c1ccc(Cl)cc1)Nc1ccc(F)cc1 (centres undefined)	0.1	24.1	-0.1	17.1	-6.8	-6.6	3.3	-3.8	-11.5
O=C(Nc1ccccc1)C1CC(=O)N(Cc2ccccc2)C1 (centres undefined)	2.0	-11.0	2.0	4.3	-8.4	6.5	10.7	0.4	-5.0
O=C(Nc1ccc2c(c1)nc1n2CCN(Cc2ccccc2)C1)c1cccs1	3.7	-4.5	0.6	-10.5	0.7	-0.4	1.7	-0.3	17.2
COc1ccc(-c2c(C(F)(F)F)nn(C)c2NC(=O)c2cccnc2)cc1	1.5	0.3	1.5	-5.4	-11.4	0.2	19.0	3.9	1.6
CCc1ccccc1NC1c2ccccc2C(=O)N1c1cccnc1 (centres undefined)	0.3	3.6	0.9	-6.2	-14.8	1.7	23.4	-0.8	8.5
O=C1C=CC(=O)N1c1ccccn1	0.9	17.3	0.7	0.4	-13.1	2.0	14.6	-2.4	2.4
O=C(NC(NCC1CCCO1)C(Cl)(Cl)Cl)c1cccc2ccccc12 (centres undefined)	1.2	2.5	0.1	7.0	5.0	-1.2	-6.0	-1.9	-4.1
CNC(=O)CSc1nnnn1-c1ccc2c(c1)OCCO2	0.8	6.8	10.9	4.6	6.9	-0.7	12.8	0.3	-6.3
O=C1C(=O)N(CCN2CCOCC2)C(c2cccc(Cl)c2)/C1=C(/O)c1ccc2c(c1)OCO2 (centres undefined)	0.8	-12.3	0.1	-2.1	3.7	5.5	-14.8	-3.6	-2.6
CCCCCCCCCCOC(=O)c1csc2nnsc12	-1.1	12.3	-0.1	1.1	-5.7	-4.6	-0.8	-0.5	4.9
CCn1ncc(Br)c1C(=O)Nc1cc(C)ccc1F	-2.9	0.9	0.5	-0.6	-8.5	1.4	22.6	-3.3	2.6
Cc1ccc(S(=O)(=O)NCCc2ccccc2)cc1	0.2	1.0	-0.2	2.9	3.6	14.1	-14.8	-15.2	-4.6
CCS(=O)(=O)N1CCN(c2ccc([N+](=O)[O-])c(N3CCOCC3)c2)CC1	2.7	4.6	1.5	5.7	6.6	2.8	5.6	-6.5	3.0
COc1ccc(Nc2c(-c3ccc(F)cc3)nc3nc(C)cc(C)n23)cc1	-2.0	-0.9	-1.0	1.6	-7.2	-2.8	6.5	-1.1	2.8
CC(C(=O)Nc1ccccc1)N(C)CCOc1ccccc1 (centres undefined)	-0.4	10.3	-0.5	3.9	-6.8	-9.1	4.5	-4.8	-4.2
Cn1c(=O)c2c(SCC(N)=O)nc(CC(C)(C)C)nc2n(C)c1=O	10.9	7.6	2.7	-0.9	10.1	-10.2	2.7	4.2	-3.7
O=C(NCc1ccccc1)c1cc2ccccc2oc1=O	1.5	6.2	7.4	0.4	4.5	-2.4	-2.9	-0.1	6.5
CCOC(=O)c1cnc2cc(F)c(F)cc2c1N1CCN(C)CC1	0.4	6.0	0.1	8.0	-15.3	1.0	-14.8	-3.9	-10.6
Clc1ccc(-c2csc(Nc3cccnc3)n2)cc1	9.6	11.7	3.1	-17.4	-12.6	-11.9	4.7	-0.3	0.4
CCCCC(=O)Nc1nnc(S(=O)(=O)N(CC)c2ccc(OC)cc2)s1	-0.4	6.9	-0.5	-7.1	-16.1	-2.7	10.0	-6.4	-5.6
CS(=O)(=O)Nc1ccc(C(=O)N2CCN(c3ccccc3)CC2)cc1	0.5	7.2	0.2	1.2	-1.0	-6.3	19.4	-1.1	-5.1
COCCNC(=O)c1cccc2c(-c3cccc(C(N)=O)c3)coc12	-0.5	1.3	0.0	3.1	-8.2	1.6	23.1	3.1	7.7
O=C(O)CCCCCCCCCC[n+]1ccccc1	0.4	-0.8	0.2	17.1	-7.6	10.4	-12.6	0.5	15.9
CCOC(=O)CNC(=O)C(CO)NC(=O)OCc1ccccc1 (centres undefined)	0.3	-9.5	0.7	4.4	-6.3	1.8	22.1	-7.0	-9.0
O=C(NCc1ccco1)c1cccc(-c2ccc3nccn3c2)c1	0.8	7.0	1.3	-5.9	-6.9	1.3	15.6	-2.1	11.6

Arranged by formula weight (descending): part of the list above
SMILES	CHRM4 agonist	CHRM5 antagonist	M1 ag parental	CHRM4 PAM	CHO-K1 Ca antag	M5 PAM	CHO-K1 Ca PAM	M5 ag	M4 antag
O=C(NC(NCC1CCCO1)C(Cl)(Cl)Cl)c1cccc2ccccc12 (centres undefined)	1.2	2.5	0.1	7.0	5.0	-1.2	-6.0	-1.9	-4.1
CS(=O)(=O)Nc1ccc(C(=O)N2CCN(c3ccccc3)CC2)cc1	0.5	7.2	0.2	1.2	-1.0	-6.3	19.4	-1.1	-5.1
Cn1c(=O)c2c(SCC(N)=O)nc(CC(C)(C)C)nc2n(C)c1=O	10.9	7.6	2.7	-0.9	10.1	-10.2	2.7	4.2	-3.7
O=C(OCC(=O)N1CCC(Cc2ccccc2)CC1)c1ccccc1	0.1	7.0	1.1	0.6	-6.2	9.6	8.5	-5.2	1.8
CCc1ccccc1NC1c2ccccc2C(=O)N1c1cccnc1 (centres undefined)	0.3	3.6	0.9	-6.2	-14.8	1.7	23.4	-0.8	8.5
CCCCCCCCCCOC(=O)c1csc2nnsc12	-1.1	12.3	-0.1	1.1	-5.7	-4.6	-0.8	-0.5	4.9
O=C(Nc1ccccc1)C1CC(=O)N(Cc2ccccc2)C1 (centres undefined)	2.0	-11.0	2.0	4.3	-8.4	6.5	10.7	0.4	-5.0
COc1ccc(NC(=O)CC2(CC(=O)O)CCCC2)cn1	10.0	1.6	2.5	-6.9	4.9	0.4	2.8	3.1	-9.0
Clc1ccc(-c2csc(Nc3cccnc3)n2)cc1	9.6	11.7	3.1	-17.4	-12.6	-11.9	4.7	-0.3	0.4
Cc1ccc(S(=O)(=O)NCCc2ccccc2)cc1	0.2	1.0	-0.2	2.9	3.6	14.1	-14.8	-15.2	-4.6
O=[N+]([O-])c1cc(-n2cccc2)ccc1N1CCOCC1	16.4	5.5	13.0	-13.6	-4.3	-9.6	1.4	5.9	1.6

Bioassay records as filed in PubChem BioAssay.
